Screening results: PubChem BioAssay, National Center for Advancing Translational Sciences (NCATS)
S-ASM inh: human S-ASM enzyme inhibition. P17405. placental ASM, HMU-PC fluorogenic substrate, 60 min. Potency, µM (series often up to 57.5 µM), for inactives: at the top dose activity change, negative = inhibition, usual class: inhibitors. actives 0.006% (n = 340,000). AID 504937; note: potency is the fitted concentration of half-maximal effect
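Fluorescence read-out (Ex 386 nm, Em 447 nm) after stopping the reaction at pH 10. Enzyme: ASM from human placenta; substrate HMU-PC0, 9 uM final; 60 min, 37 °C. Compound preincubation 10 min, ambient temperature.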
Menin MLL FP TR: displaces Texas Red mutant MLL peptide from human menin; Potency, µM (top dose mostly 61.6 µM), inactives show at the top dose FP activity change, negative = inhibition, usual class: inhibitors; O00255; actives 0.23% (n = 270,000); Menin + Texas Red MLL mutant peptide, fluorescence polarization; active = well fitted inhibition curve with a large enough effect in the polarisation, with a control signal flat, not every such curve was filed as active; inconclusive = small, poorly fitted or top-dose-only effect, or effect the other way, or a change in a side signal; inactive = no such curve, though single readings can be large or run the other way; the % refers to the polarisation; note: potency is the fitted concentration of half-maximal effect; % of control where 0% means no effect; many of its hits are not listed in these tables
Coupling enz: inhibits coupling enzyme system, counter-screen for aldolase hits. coupling enzyme system counterscreen, AmpLite Red fluorescence. activity change, negative = inhibition, % at 58.2 µM, hits read low. actives 0.67% (n = 290,000); in the data active = activity change below about -30%; note: % is set by controls: 0 for no effect and ±100 for the full control effect
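Final compound at 57.5 uM, incubated 10 min at RT with coupling enzyme reagent (glyceraldehyde-3-phosphate), then 20 min with substrate and AmpLite Red detection. Fluorescence read at 525/598 nm; tests interference with the coupling assay, not aldolase inhibition.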
Tb PFK block: blocks T. brucei phosphofructokinase | O15648 | T. brucei PFK, ADP-Glo luminescence | Potency, µM (highest dose often 57.5 µM), for the others: at the highest dose activity, negative = inhibition, most hits filed as inhibitors | actives 0.17% (n = 330,000) | AID 485367;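 note: potency is the fitted concentration of half-maximal effect; 0% = uninhibited 1x PFK enzyme wells and -100% = no-enzyme wells; nearly all actives have a fitted effect of over 60% in size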
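Activity is normalized to no-enzyme wells (full inhibition) and 1.25 nM enzyme wells (no inhibition). Reaction: 0.5 mM F6P, 0.1 mM ATP, 45 min RT, ADP-Glo luminescence; concentration-response curves fitted and classed by quality.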
Integrin act MD: activators of alpha7 integrin expression for muscular dystrophy; alpha7betagal myoblasts, beta-gal FDG fluorescence, 48 h; Potency, µM (highest dose often 38.3 µM), without a hit: at the highest dose activation, actives largely listed as activators; actives 0.064% (n = 350,000);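 note: potency is the fitted concentration of half-maximal effect; 100% = response of the positive control SU9516; nearly all actives have a fitted effect of over 60% in size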
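alpha7betagal+/- myoblasts (passage 13, 250/well) treated 48 h at 37C with compounds at 1:260 dilution of DMSO stock. Lysed, then beta-galactosidase activity read as FDG fluorescence (ex 480/em 540) after 30 min, with pre-read for autofluorescence.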
PTAP TSG101 blk: blocks PTAP/TSG101 interaction to inhibit HIV-1 budding. Q99816. Fluorescence polarization, FITC-PTAP peptide / Tsg101 binding. Potency, µM (doses to about 115 µM), without a hit: top-dose activity change, negative = inhibition, hits mostly inhibitors. 340,000 tested, under 10 active; active = well fitted inhibition curve with a large enough effect in the main read-out, with a control signal flat, not every such curve was filed as active; inconclusive = small, poorly fitted or top-dose-only effect, or effect the other way, or a change in a side signal; inactive = no such curve, though single readings can be large or run the other way; note: potency is the fitted concentration of half-maximal effect; % of control where 0% means no effect
Target sequence (Q99816 whole entry, looked up): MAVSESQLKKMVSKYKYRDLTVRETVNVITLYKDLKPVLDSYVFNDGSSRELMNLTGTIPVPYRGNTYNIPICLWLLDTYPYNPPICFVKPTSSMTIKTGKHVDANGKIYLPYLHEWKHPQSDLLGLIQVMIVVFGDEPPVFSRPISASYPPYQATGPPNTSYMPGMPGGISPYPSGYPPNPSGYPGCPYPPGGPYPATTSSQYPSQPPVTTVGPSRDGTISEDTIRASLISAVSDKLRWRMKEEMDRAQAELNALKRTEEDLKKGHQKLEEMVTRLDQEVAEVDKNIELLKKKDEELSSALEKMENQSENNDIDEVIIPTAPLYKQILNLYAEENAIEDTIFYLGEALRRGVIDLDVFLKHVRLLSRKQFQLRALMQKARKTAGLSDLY
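Compounds were pin-transferred onto Tsg101 binding domain (10 uM final) in HEPES pH 7.5 buffer, then FITC-PTAP peptide was added at 50 nM final. After 20 min at RT, polarization reported peptide displacement across a qHTS concentration series.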
Giardia killer: Giardia lamblia killing; Giardia lamblia trophozoite viability; activity change, % at 7.66 µM, hits read low; actives 0.15% (n = 340,000); AID 540267; in the data active = activity change below about -80%; inconclusive = between about -30% and that limit;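 note: parasites exposed to compound for two days anaerobically before the ATP read; % is set by controls: 0 for no effect and ±100 for the full control effect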
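ATP-content bioluminescence gauges trophozoite survival. Cells (100/well) receive compound and incubate anaerobically for 48 hrs at 37 deg C; detection reagent follows for 15-30 min at room temperature.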
BCR signal inh: inhibitors of chronic active B-cell receptor signaling | ABC-DLBCL IkBa-CBG/CBR reporter, luminescence ratio, 4 h | Potency, µM (series often up to 46.1 µM), for the others: at the top dose ratio change, negative = lower green/red ratio, actives largely listed as inhibitors | actives 0.05% (n = 340,000); active = well fitted inhibition curve with a large enough effect in the signal ratio, with a control signal flat, not every such curve was filed as active; inconclusive = small, poorly fitted or top-dose-only effect, or effect the other way, or a change in a side signal; the % refers to the signal ratio;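 note: potency is the fitted concentration of half-maximal effect; plate controls were basal doxycycline-induced cells for no effect and cells given 10 µM MG132 for full effect; MG132 reads +100%, hits lower the ratio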
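Concentration-response series (up to 46 uM) were applied to TMD8 dual-reporter cells for 4 h at 37C with doxycycline. Green/red ratio, after filter-overlap correction, defined %Activity; red signal alone was normalised to basal cells and zero luminescence.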
GALK inh: galactokinase (human) inhibition | P51570 | actives 0.007% (n = 270,000) | Purified GALK, Kinase-Glo residual ATP luminescence | Potency, µM (doses to about 57.5 µM), for the others: top-dose activity change, negative = inhibition, actives largely listed as inhibitors; note: potency is the fitted concentration of half-maximal effect; % is set by controls: 0 for no effect and ±100 for the full control effect
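The enzyme phosphorylates galactose (100 uM) using ATP (35 uM); inhibition is detected as higher residual ATP, quantified by bioluminescence after 1 h reaction at room temperature, pH 8.0.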
B2AR arrestin: beta2AR (human) beta-arrestin recruitment activity. P07550. beta-arrestin recruitment to beta2AR, cell-based reporter. Potency, µM (series often up to 46.1 µM), inactives show at the top dose activation, actives largely listed as activators. actives 0.02% (n = 330,000);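 note: potency is the fitted concentration of half-maximal effect; 0% = DMSO controls and full agonism = EC100 isoproterenol or metaproterenol; nearly all actives have a fitted effect of over 65% in size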
PKM2 activator: increases activity of human pyruvate kinase M2; P14618; purified PKM2, Kinase-Glo ATP luminescence, activation; response scale: 0% is enzyme alone, no compound; Potency, µM (series often up to 57.5 µM), for inactives: top-dose activation, actives largely listed as activators; actives 0.34% (n = 260,000); note: potency is the fitted concentration of half-maximal effect; % is set by controls: 0 for no effect and ±100 for the full control effect; nearly all actives have a fitted effect of over 55% in size
Target sequence (P14618 whole entry, looked up): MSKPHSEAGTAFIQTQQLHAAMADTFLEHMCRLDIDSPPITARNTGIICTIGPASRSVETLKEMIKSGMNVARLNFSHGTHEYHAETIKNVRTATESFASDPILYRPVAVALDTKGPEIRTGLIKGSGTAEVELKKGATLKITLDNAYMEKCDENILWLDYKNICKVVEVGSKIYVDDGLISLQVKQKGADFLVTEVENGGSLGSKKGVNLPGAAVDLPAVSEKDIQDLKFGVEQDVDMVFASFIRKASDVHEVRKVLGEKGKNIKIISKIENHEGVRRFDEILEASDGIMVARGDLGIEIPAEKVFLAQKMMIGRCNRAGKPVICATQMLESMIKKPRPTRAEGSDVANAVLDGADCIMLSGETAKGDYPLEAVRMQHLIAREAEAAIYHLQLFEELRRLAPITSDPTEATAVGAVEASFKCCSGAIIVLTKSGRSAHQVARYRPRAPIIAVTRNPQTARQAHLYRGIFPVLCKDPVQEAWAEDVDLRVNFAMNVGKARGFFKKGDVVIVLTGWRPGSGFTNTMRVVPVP
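Purified hPK-M2 (>95%) run at intermediate activity with 0.1 mM ADP and 0.5 mM PEP in 50 mM imidazole pH 7.2, KCl, MgCl2; 1 h room temperature. ATP formed read by Kinase-Glo luminescence; normalized to uninhibited and no-enzyme controls.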
* marks the source's active call; other numbers are inactive results; ? = inconclusive; nt = not tested or not shown; [ ] = dose if it differs, or a comment. Unless noted, calls come from the whole dose curve; as a rule, active = well fitted curve in the direction sought with a large enough effect; inconclusive = small, poorly fitted or top-dose-only effect, or another doubt; inactive = no such curve, though single readings can be large; an effect the other way counts as inactive or inconclusive.

SMILES	S-ASM inh	Menin MLL FP TR	Coupling enz	Tb PFK block	Integrin act MD	PTAP TSG101 blk	Giardia killer	BCR signal inh	GALK inh	B2AR arrestin	PKM2 activator
CCCCc1ccc(-c2csc(/C(C#N)=C/c3ccco3)n2)cc1	-7.4%	?	0.7	0.1%	-5.6%	0.1%	-2.7	?	1.2%	-1.9%	0.8%
COc1ccc(-c2[nH]c(-c3ccc(C)cc3)nc2SCC(=O)NCc2ccco2)cc1OC	7.6%	?	-0.9	-3.2%	-0.7%	-2.2%	?	5.5%	0.5%	-0.2%	-8.0%
CC(C)c1ccc(NC(=O)NC2CC3CCC(C2)N3Cc2cccs2)cc1 (stereo unspecified)	0.7%	-1.4%	-0.3	-0.9%	-22.3%	-10.1%	-15.7	-0.1%	-1.7%	-0.7%	4.4%
CC(Sc1nnc(-c2cccs2)n1N)C(=O)NCC1CCCO1 (stereo unspecified)	-1.2%	nt	nt	0.0%	5.2%	-0.1%	-11.9	-0.8%	nt	0.2%	nt
Cc1ccc(-c2noc(C3CCCCC3)n2)cc1	-1.3%	-2.0%	0.1	-0.8%	16.1%	-1.8%	0.6	?	-1.5%	-0.3%	1.3%
COc1ccc(C2=NOC(COc3ccc([N+](=O)[O-])cc3)C2)cc1 (stereo unspecified)	1.3%	nt	2.5	-11.6%	?	-1.0%	42.3[activator]	6.3%	4.3%	0.7%	-0.1%
COc1cc(NC2=CC(=O)CC(C)(C)C2)cc(OC)c1	2.3%	-10.5%	-0.4	0.9%	-42.0%	-4.1%	-12.4	-15.2%	-2.8%	0.0%	3.7%
Cc1cccc(NC(=O)Cn2c(=O)n(Cc3ccccc3)c(=O)c3c(C)c(C)sc32)c1	-10.3%	-19.6%	-1.0	0.0%	0.7%	0.0%	0.6	-4.3%	-3.3%	-0.7%	-0.9%
CCN(CC)CCN1C(=O)c2oc3ccccc3c(=O)c2C1c1ccc(C)cc1 (stereo unspecified)	2.5%	-1.8%	-0.6	0.7%	-11.7%	1.4%	15.9	1.6%	2.0%	0.8%	0.7%
C=CCn1c(CCNC(=O)c2ccccc2F)nnc1SCC(=O)Nc1ccccc1F	-1.5%	nt	nt	2.0%	10.7%	-1.8%	10.7	-0.1%	-4.4%	0.3%	-4.3%
CSc1ncccc1C(=O)N1CCCC(Nc2ccc(C)c(C)c2)C1 (stereo unspecified)	0.6%	nt	nt	-2.3%	-14.6%	-5.1%	-3.1	0.4%	1.5%	-0.3%	nt
O=C(CNC(=O)c1ccc(Cl)cc1Cl)NCCCn1ccnc1	-0.3%	1.4%	5.0	2.1%	3.1%	-3.4%	-18.3	1.5%	0.7%	0.0%	0.5%
Cn1cccc1C(=O)NCCc1ccc(Cl)cc1	0.7%	nt	nt	0.7%	2.7%	-2.2%	-29.6	?	-2.7%	-0.9%	-15.3%
CN(C)CCCOc1ccc(Cl)cc1Br	1.5%	-0.3%	-2.8	-19.3%	-26.7%	nt	11.1	-5.7%	-5.0%	-0.3%	1.3%
COc1ccnc(CN(C)C(=O)C2CCC(=O)N(CCN(C)C)C2)c1 (stereo unspecified)	-0.9%	1.1%	0.2	1.9%	-26.0%	-0.6%	1.5	3.5%	-0.3%	0.0%	nt
CCC(CC)CN1C(Nc2ccccc2)=NC[C@@H]1C	2.4%	-4.9%	0.5	-0.9%	-3.9%	-4.4%	17.5	-9.6%	nt	-1.0%	-7.3%
CCCCNC(=O)CSc1nc2ccc(Nc3nc(N4CCOCC4)nc(N4CCOCC4)n3)cc2s1	-11.7%	nt	1.5	-0.5%	17.3%	-5.3%	2.4	?	6.7%	-0.1%	-1.1%
CCOC(=O)c1c(/N=C/c2cc(C)ccc2O)sc2c1CCN(C)C2	9.1%	1.6%	-0.4	-7.3%	1.0%	-0.5%	4.5	?	0.2%	0.2%	-7.0%
O=c1c(O)c(-c2cccs2)oc2ccccc12	-1.4%	8.0%	-0.7	-4.4%	-18.7%[7.66 µM]	-1.9%	-6.4	7.6%	-0.7%	0.4%	0.6%
CC(NC(=O)CCC1COc2ccccc2O1)c1ccccc1 (stereo unspecified)	-3.3%	2.0%	0.5	-2.8%	3.5%	nt	-5.6	?	-3.6%	0.1%	-1.6%
C=CCN1CCN(C(=O)c2oc3ccccc3c2C)CC1	-0.4%	-28.4%	-0.4	?	-4.1%	0.8%	-1.1	-6.8%	0.0%	3.3%	-1.0%
Cn1nnc(NCc2cc(Br)ccc2OCc2cccs2)n1	-3.8%	6.5%	1.1	10.2%	0.0%	-1.2%	5.3	2.2%	-2.0%	0.0%	-1.5%
Cc1cc(C)cc(-n2ncc3c2CCCC3NC(=O)c2cc(C)[nH]n2)c1 (stereo unspecified)	10.3%	nt	nt	-1.7%	11.7%	-7.5%	-1.8	?	0.7%	0.4%	-1.8%
COc1cccc(/C=N/NC(=O)c2cc3c(OC)ccc(OC)c3[nH]2)c1O	-3.1%	?	0.6	-1.2%	-16.7%	-1.2%	4.7	3.16µM*	-0.5%	2.7%	nt
CC(=O)N1CCc2cc(S(=O)(=O)CCC(=O)O)ccc21	-1.1%	2.6%	2.9	1.0%	16.6%	-0.1%	-11.3	-1.3%	-1.4%	-0.1%	-0.4%
Following part:
SMILES	S-ASM inh	Menin MLL FP TR	Coupling enz	Tb PFK block	Integrin act MD	PTAP TSG101 blk	Giardia killer	BCR signal inh	GALK inh	B2AR arrestin	PKM2 activator
O=C1CN(C(=O)c2c(F)cccc2F)C(c2ccc(F)cc2)c2cc(F)ccc2N1 (stereo unspecified)	2.5%	-4.9%	-1.5	9.0%	-24.5%	-2.0%	-11.5	-1.3%	3.6%	-0.2%	nt
COC(=O)c1ccc(-n2c(C)cc(C(=O)CSc3ccc(NC(C)=O)cc3)c2C)cc1	-20.6%	7.5%	-2.9	-4.3%	0.0%	-1.3%	0.2	-13.8%	-2.0%	-0.6%	3.2%
CC1CCCN(S(=O)(=O)c2ccc(C(=O)Nc3nnc(-c4ccncc4)o3)cc2)C1 (stereo unspecified)	4.4%	?	13.6	0.2%	-19.8%	-4.9%	-9.0	?	-1.0%	0.0%	1.3%
CCOC(=O)Cn1c(=O)c(C#N)cn(C(C)C)c1=O	3.7%	nt	2.4	3.4%	4.0%	-4.0%	-13.8	?	nt	3.6%	6.1%
Cc1nn(Cc2ccc(Cl)c(Cl)c2)c(C)c1NC(=O)c1cc(CC(C)C)on1	-5.5%	-9.3%	0.0	30.1µM*	-19.2%	2.2%	6.3	-15.2%	1.8%	-1.0%	-0.1%
O=C(N[C@H](C(=O)O)c1ccccc1)C1CCC(Cn2cnc3ccccc3c2=O)CC1 (stereo partly specified)	-4.7%	nt	2.1	0.2%	2.4%	4.0%	-1.6	4.2%	3.4%	-0.1%	-3.6%
O=C(N/N=C/C(Br)=C/c1ccccc1)c1ccccc1F	-0.6%	-0.5%	-1.3	-1.9%	-76.5%[inhibitor]	-0.3%	-9.9	?	-3.8%	3.2%	-5.0%
COc1ccc2c(c1OC)C(=O)OC2Nc1ncccc1C (stereo unspecified)	-0.1%	4.4%	6.0	0.2%	-42.9%	0.2%	-0.1	-5.0%	nt	-0.5%	0.0%
O=C(Nc1nnc(CCc2ccccc2)s1)C1CCCO1 (stereo unspecified)	2.9%	-8.4%	-3.2	-7.4%	22.3%	0.7%	-0.6	?	0.2%	0.1%	0.1%
C=CCOC(=O)C1=C(C)NC(C)=C(C(=O)OCC=C)C1/C=C/c1ccccc1	147.7%[activator]	36.4%[activator]	-5.9	2.7%	-56.3%[inhibitor]	-11.3%	-1.3	?	-2.2%	-0.2%	-3.3%
COc1ccc(N2CC(C)Cn3c2nc2c3c(=O)n(Cc3ccccc3)c(=O)n2C)c(OC)c1 (stereo unspecified)	-2.3%	-1.8%	-4.6	-0.1%	13.9%	-5.5%	35.4[activator]	?	6.1%	0.2%	4.5%
CCCCCCC#Cc1ccc2c(c1)COc1c3ccccc3nn1-2	5.8%	nt	2.5	-2.6%	32.3%	-0.3%	5.1	9.5%	3.0%	-1.0%	-3.3%
N#Cc1cc(C(=O)c2ccccc2O)cn(-c2nccs2)c1=O	0.4%	211.7%[activator]	9.8	5.5%	13.5%	?	21.5	?	-9.1%	4.4%	-0.8%
N#CCC(=O)N/N=C/c1coc2ccccc2c1=O	-0.2%	nt	0.5	-1.4%	4.0%	-2.4%	-19.7	-0.3%	3.4%	-0.9%	-0.7%

Some of the compounds tested (hit frequency here may not be typical).
